Giardia FBPA inh = inhibitors of Giardia lamblia fructose-1,6-bisphosphate aldolase. A8B2U2. purified Giardia FBPA. Potency, µM (highest dose often 59.6 µM), inactives show at the top dose activity, negative = inhibition, hits mostly inhibitors. actives 0.71% (n = 290,000). AID 2451; also: potency is read from the fitted curve at half-maximal effect; nearly all actives have a fitted effect of over 55% in size
Target sequence (A8B2U2 whole entry, looked up): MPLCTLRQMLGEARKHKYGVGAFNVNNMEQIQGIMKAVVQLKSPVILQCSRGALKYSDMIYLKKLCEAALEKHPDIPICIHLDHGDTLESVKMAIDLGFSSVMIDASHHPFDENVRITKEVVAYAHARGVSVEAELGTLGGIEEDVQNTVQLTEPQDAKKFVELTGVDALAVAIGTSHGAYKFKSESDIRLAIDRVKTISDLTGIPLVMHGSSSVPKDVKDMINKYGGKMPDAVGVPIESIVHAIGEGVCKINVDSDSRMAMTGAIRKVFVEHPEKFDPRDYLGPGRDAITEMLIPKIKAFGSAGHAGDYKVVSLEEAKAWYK
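40 nM FBPA preincubated 10 min at RT with compound (up to 57.5 uM final), then substrate plus GAPDH/TPI/NAD/arsenate coupling and diaphorase/resazurin added. Fluorescence read after 20 min at RT, 525/598 nm.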
HCV inh = HCV inhibition. Huh7.5.1 HCVcc-Cre infection, luciferase reporter, 44 h. Potency, µM (series often up to 41.8 µM), for the others: top-dose activity change, negative = inhibition, hits mostly inhibitors. actives 3.4% (n = 340,000). AID 651820; also: potency is read from the fitted curve at half-maximal effect
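1,000 cells/well; 4 h culture; + compound; + HCVcc-Cre (~0.5 moi); 44 h; luciferase substrate, RT 15 min; read 15 sec.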
AMA1-RON2 inh = disrupts binding of P. falciparum AMA1 to RON2. AlphaScreen AMA1-biotinylated RON2 peptide binding. Potency, µM (series often up to 58.2 µM), without a hit: at the top dose activity change, negative = inhibition, actives largely listed as inhibitors. actives 0.2% (n = 360,000);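 also: potency is read from the fitted curve at half-maximal effect; 0% = vehicle wells and -100% = peptide control; nearly all actives have a fitted effect of over 45% in size; some results filed as inactive show a strong effect at the top dose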
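AMA1 (3D7) with his tag at 25 nM final met compounds first, then biotinylated RON2 peptide at 25 nM; detection used donor plus acceptor beads, 10 µg/mL apiece, read by AlphaScreen after 30 min at room temperature.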
Sm TGR block = S. mansoni TGR enzyme inhibition | actives 3% (n = 360,000) | AID 485364 | purified TGR, DTNB reduction, TNB absorbance 405 nm | Potency, µM (doses to about 114 µM), for the others: at the highest dose activity change, negative = inhibition, actives largely listed as inhibitors; also: potency is read from the fitted curve at half-maximal effect; nearly all actives have a fitted effect of over 60% in size
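Kinetic colorimetric format: TGR-catalysed, NADPH-driven DTNB reduction monitored via TNB absorbance. Enzyme dispensed at 20 nM; compound exposure 15 min at room temperature before reaction start.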
HCMV inh = inhibitors of human cytomegalovirus; HFF cells, HCMV-luciferase reporter, 72 h; hits give low values; activity change, negative = inhibition, % at 57.5 µM; actives 4.5% (n = 410,000); AID 1259415; in the data active = activity change below about -60%; inconclusive = no clear call, values can overlap the other calls; inactive = above about -39%
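Screen run at 2 compound doses on HFFs infected with reporter HCMV, MOI 1 PFU/cell. Luciferase activity from cell lysates at 72 h post infection gave inhibition relative to buffer-only and Salinomycin wells.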
AmpC inh detg = inhibitors of E. coli AmpC beta-lactamase with detergent | P00811 | AmpC hydrolysis of nitrocefin, absorbance 480 nm, 0.01% Triton | Potency, µM (highest dose often 114 µM), for the others: at the highest dose activity change, negative = inhibition, usual class: inhibitors | actives 0.041% (n = 370,000);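 also: potency is read from the fitted curve at half-maximal effect; 0% = no-compound wells and -100% = no-enzyme wells; nearly all actives have a fitted effect of over 25% in size; some results filed as inactive show a strong effect at the top dose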
Target sequence (P00811 whole entry, looked up): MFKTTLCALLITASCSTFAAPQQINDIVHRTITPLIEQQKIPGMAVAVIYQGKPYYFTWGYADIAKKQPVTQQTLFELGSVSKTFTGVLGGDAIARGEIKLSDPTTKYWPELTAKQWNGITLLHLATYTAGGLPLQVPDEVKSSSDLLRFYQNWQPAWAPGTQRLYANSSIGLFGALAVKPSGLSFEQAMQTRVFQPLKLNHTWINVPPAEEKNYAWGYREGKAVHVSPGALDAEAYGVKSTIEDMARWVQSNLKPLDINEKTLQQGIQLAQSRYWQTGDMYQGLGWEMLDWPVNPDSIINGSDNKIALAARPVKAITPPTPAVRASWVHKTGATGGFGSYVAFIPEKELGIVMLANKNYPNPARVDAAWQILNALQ
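AmpC (5.3 nM in the dispensed reagent) in 20 mM phosphate pH 7.0 with 0.01% (detergent screen) or 0.0001% Triton X-100 was preincubated with compounds for 15 min at room temperature. Nitrocefin was then added from an 800 uM solution, and hydrolysis was followed at 480 nm.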
* = called active by the depositor; ? = inconclusive; . = not tested or not shown; & = joins results of further samples; [ ] = remark or other dose. Unless noted, calls follow the shape of the dose curve; as a rule, active = well fitted curve in the direction sought with a large enough effect; inconclusive = small, poorly fitted or top-dose-only effect, or another doubt; inactive = no such curve, though single readings can be large; an effect the other way counts as inactive or inconclusive. Unless noted, % is scaled to controls: 0 for no effect and ±100 for the full control effect.

Each structure is followed by: Giardia FBPA inh	HCV inh	AMA1-RON2 inh	Sm TGR block	HCMV inh	AmpC inh detg
Cc1ccc(NC(=O)C2CCCN2S(=O)(=O)c2ccc3nc(-c4ccccc4)[nH]c3c2)cc1C (centres undefined)
 : .	.	.	-3%	?	-9%
Cc1cc2oc(=O)cc(-c3ccccc3)c2c(C)c1-c1ccc(N(C)C)cc1
 : 9%[89.2 µM]	?	?	.	8	.
N#Cc1ccc(C(=O)N2CCN(c3nc4ccc(F)cc4s3)CC2)cc1
 : .	.	.	10%	?	1%
O=C(CSc1ncn[nH]1)c1ccc2c(c1)OCCO2
 : ?	-3%	-5%	-21%	17	-5%
CCc1ccc(C(=O)Nc2cc3c(cc2Cl)OCCCO3)cc1
 : 1%	?	1%	-4%	38	-3%
O=C(Cn1nnc2ccccc2c1=O)NCc1ccc(Cl)cc1
 : 8%	-25%	1%	-1%	10	-3%
c1nnnn1C12CC3CC(CC(C3)C1)C2
 : 7%	10%	12%	-3%	-64*	3%
Cc1cc(C)n(CCNS(=O)(=O)c2ccc(Cl)cc2)n1
 : .	17%	8%	-21%	5	-7%
CC(=O)c1ccc(N2CCN(c3ccc(S(=O)(=O)NCCN(C)C)cc3[N+](=O)[O-])CC2)cc1
 : 3%	?	-5%	-33%	4	-4%
COc1ccc(CNC(=O)CN(C(=O)CCC(=O)Nc2ccccn2)c2ccccc2OC)cc1
 : 3%	7%	-6%	19%	55	0%
CCOC(=O)N1CCN(C(=O)c2ccc(Cn3c(=S)[nH]c4cc(C(=O)OC)ccc4c3=O)cc2)CC1
 : .	-26%	39%[activator]	0%	-4	-5%
O=C(O)c1ccccc1C(=O)Nc1cccc([N+](=O)[O-])c1
 : 2%	10%	-2%	1%	61	-4%
O=C(N/N=C/c1cccc(O)c1)c1ccc(COc2ccc3c(c2)CCC3)o1
 : -5%	0%	3%	0%	89	8%
CC(C)CC[n+]1ccn(-c2nc3ccccc3nc2[N-]S(=O)(=O)c2ccccc2)c1
 : 1%	1%	23%	0%	4	1%
Cc1[nH]n(C(N)=S)c(=O)c1N=Nc1ccc(Cl)cc1Cl
 : ?	-4%	80%[activator]	-7%	111	-11%
CCOc1ccc(/C=N/NC(=O)c2ccc(CSc3nc4ccccc4[nH]3)cc2)cc1
 : 1%	?	34%[activator]	-12%	?	-7%
CN1CCN(C(=O)C2=C[C@H](c3ccc4c(c3)OCO4)C[C@H](OCCCCO)O2)CC1
 : .	14%	7%	.	-16	.
O=C(CN1C(=O)C2CC=CCC2C1=O)Nc1ccc(S(=O)(=O)NC2=NCCCCC2)cc1 (centres undefined)
 : 9%	4%	-5%	3%	5	-13%
COc1ccc(NC2CCCN(C(=O)c3ccccc3C(F)(F)F)C2)cc1 (centres undefined)
 : -1%	3%	-12%	-21%	-19	?
CC(C)CNC(=O)c1c(N)n(Cc2ccc3c(c2)OCO3)c2nc3ccccc3nc12
 : ?	15%	31%[activator]	2%	-80*	3%

3 entries from above, sorted by length of the SMILES, ascending:
Each structure is followed by: Giardia FBPA inh	HCV inh	AMA1-RON2 inh	Sm TGR block	HCMV inh	AmpC inh detg
O=C(O)c1ccccc1C(=O)Nc1cccc([N+](=O)[O-])c1
 : 2%	10%	-2%	1%	61	-4%
O=C(CN1C(=O)C2CC=CCC2C1=O)Nc1ccc(S(=O)(=O)NC2=NCCCCC2)cc1 (centres undefined)
 : 9%	4%	-5%	3%	5	-13%
CC(=O)c1ccc(N2CCN(c3ccc(S(=O)(=O)NCCN(C)C)cc3[N+](=O)[O-])CC2)cc1
 : 3%	?	-5%	-33%	4	-4%

Full records, quoted from the list. Order of values: Giardia FBPA inh	HCV inh	AMA1-RON2 inh	Sm TGR block	HCMV inh	AmpC inh detg
CC(C)CNC(=O)c1c(N)n(Cc2ccc3c(c2)OCO3)c2nc3ccccc3nc12 in the list: ?	15%	31%[activator]	2%	-80*	3%
O=C(CN1C(=O)C2CC=CCC2C1=O)Nc1ccc(S(=O)(=O)NC2=NCCCCC2)cc1 (centres undefined) in the list: 9%	4%	-5%	3%	5	-13%
O=C(N/N=C/c1cccc(O)c1)c1ccc(COc2ccc3c(c2)CCC3)o1 in the list: -5%	0%	3%	0%	89	8%

The list goes on.
Each structure is followed by: Giardia FBPA inh	HCV inh	AMA1-RON2 inh	Sm TGR block	HCMV inh	AmpC inh detg
CCCCOc1ccc(C2C3CN(C(=O)OCC)CC=C3C(C#N)=C(N)C2(C#N)C#N)cc1OC (centres undefined)
 : -19%	-13%&-25%	4%	0%	33	?
O=C(CN1C(=O)COc2ccc(S(=O)(=O)N3CCCC3)cc21)N1CCN(c2ccccc2)CC1
 : .	.	.	5%	-4	-3%
COc1ccc(COC(=O)C2CCN(S(=O)(=O)c3ccc(C)cc3)CC2)cc1
 : .	-3%	7%	4%	-15	?
Cc1noc(C)c1C(=O)N1CCc2ccccc2C1
 : 1%	9%	12%	3%	46	-15%
Cc1ccc(NS(=O)(=O)c2cc(NC(=O)c3cc(=O)[nH]c(=O)[nH]3)ccc2Cl)c(C)c1
 : 5%	16%	16%	30%	?	3%
O=C(NCCC(c1ccccc1)c1ccccc1)c1cccs1
 : -17%	?	-11%	-5%	-36	-9%
CCOC(=O)N1CCN(C(=O)COC(=O)c2ccc(O)cc2O)CC1
 : 3%	20%	-2%	-2%	10	-1%
COc1ccccc1OCCC(=O)O
 : 4%	0%	-2%	9%	-91*	3%
CN(C)c1ccc(C(=O)c2ccc(O)cc2O)cc1
 : 10%	-21%	?	-18%	150	-3%
COC(=O)c1cc(C)nc2c1C(=O)C(=O)C=C2N1CCOCC1
 : 0.25µM*	2.5µM*	?	?	-93*	1%
NC1=NC(=O)/C(=C/c2cccs2)S1
 : .	9%	11%	6%	53	12%
COCCN(C(=O)COC(=O)/C=C/c1ccc(OC)c(OC)c1)c1c(N)n(Cc2ccccc2)c(=O)[nH]c1=O
 : .	?	1%	4%	-29	-19%
N#Cc1cccc(NC(=O)C2CCN(S(=O)(=O)c3ccc4[nH]c(=O)ccc4c3)CC2)c1
 : .	.	.	6%	8	1%
COc1cccc2[nH]c3c(N4CCC(C)CC4)ncnc3c12
 : -9%	?	-2%	-1%	4	-9%
S=C(NNC(=S)Nc1ccccc1)Nc1ccccc1
 : 29%	16%	0%	8%	97	0%
O=C(Nc1nc2cc3c(cc2s1)OCCO3)c1ccc(N2C(=O)CCC2=O)cc1
 : 6%	-21%	2%	-9%	2	-8%
CN(CC(=O)NCc1ccc(F)cc1)S(=O)(=O)c1cccc2nsnc12
 : -2%	-25%	0%	-14%	20	-18%
CC(=O)C1=C(c2ccccc2)NC(=O)NC1c1ccccc1OCC(=O)NCc1ccccc1 (centres undefined)
 : -4%	19%	-2%	6%	-4	3%
CCN1CCN(CC(=O)Nc2nc3ccccc3s2)CC1
 : 10µM*	0%	-16%	-19%	3	?
CCC1CCCCN1C(=O)COc1ccc2c(c1)OCO2 (centres undefined)
 : .	6%	11%	-2%	47	3%

Continued:
Each structure is followed by: Giardia FBPA inh	HCV inh	AMA1-RON2 inh	Sm TGR block	HCMV inh	AmpC inh detg
Cc1ccc(C2=CC(c3ccccc3)n3ncnc3N2)c(C)c1 (centres undefined)
 : .	11%	16%	.	11	.
O=C(NCc1cccnc1)Nc1ccccc1F
 : 3%	0%	-8%	0%	24	?
COc1ccccc1NC(=O)N1CCN(c2cccc(C(F)(F)F)c2)CC1
 : 0%	11µM*	-5%	4%	-37	?
CCOc1ccc(S(=O)(=O)NCCC(=O)N2CCCN(C)CC2)cc1
 : .	20%	10%	-2%	45	1%
Cc1ccc(N=Cc2ccc(N(C)C)cc2)cc1C
 : 0%	0%	4%	-23%	-28	-7%
CCOCCCN(C)C1CCN(C(=O)c2oc3ccccc3c2NC(=O)c2cccc([N+](=O)[O-])c2)CC1
 : .	14µM*	6%	-24%	0	0%
COc1ccc2c(c1)c(=O)oc1c(C)c(OCc3ccc(C(=O)O)cc3)ccc12
 : 2%	17%	2%	6%	.	-3%
O=C(CCNC(=O)c1ccccc1Cl)NCc1ccco1
 : .	6%	6%	-14%	2	-7%
CCOC(=O)[C@@H]1[C@H]2COc3cc(OC)ccc3[C@H]2N2C(=O)N(c3ccc(C)cc3)C(=O)[C@]12C
 : .	1%	-5%	.	-22	.
CCOC(=O)c1oc2ccc(Br)cc2c1NC(=O)CN1CCN(C)CC1
 : 12%	10µM*	12%	5%	24	-6%
Clc1ccc(-c2ccccc2)nn1
 : 0%	3%	25%	11%	-34	-4%
CCOC(=O)CCSc1cc(C)c2ccccc2n1
 : 1%	15%	63%[activator]	-10%	-12	?
C#CCOc1ccc(C2C3=C(CCCC3=O)N(CC(=O)O)C3=C2C(=O)CCC3)cc1Br
 : 4%	1%	-12%	40µM*	23	-9%
CCOc1ccccc1N1CCN(Cc2c(C)n(C)n(-c3ccccc3)c2=O)CC1
 : 4%	22%	-3%	1%	.	1%
COCCCn1c(SCC(=O)Nc2oc(C)c3c(C)n[nH]c(=O)c23)nc2ccccc2c1=O
 : .	6%	5%	-12%	-10	-13%
COc1ccc(-c2n[nH]c3c2CN(C(=O)c2ccc(OC)c(OC)c2)CC3)cc1
 : .	-19%	-4%	-16%	-40	4%
CC(=O)c1ccc(N2CCN(S(=O)(=O)c3ccccc3)CC2)c(F)c1
 : 6%	-6%	-11%	3%	-32	0%
O=C(Nc1cccs1)Nc1c(F)c(F)c(F)c(F)c1F
 : -4%	7%	20%	-24%	-61*	-6%
COc1ccc(S(=O)(=O)NCCc2cn3nc(C)c(C)nc3n2)cc1C
 : .	1%	23%	45µM*	32	3%
CC1(c2cccc(Br)c2)NC(=O)N(CC(=O)Nc2ccc(S(N)(=O)=O)cc2)C1=O (centres undefined)
 : -4%	-17%	-4%	4%	-24	-10%

Later entries.
Each structure is followed by: Giardia FBPA inh	HCV inh	AMA1-RON2 inh	Sm TGR block	HCMV inh	AmpC inh detg
CCCCCCCCCCCCCCCCCCNc1ccn(C2OC(COP(=O)(O)OCC3OC(n4cc(F)c(=O)[nH]c4=O)CC3O)C(O)C2O)c(=O)n1 (centres undefined)
 : .	?	-2%	.	-88*	.
Cc1ccc(C(=O)N/C(=C\c2ccc(-c3cccc([N+](=O)[O-])c3)o2)C(=O)NCCCN2CCOCC2)cc1
 : -15%	10µM*	-16%	12%	-62*	-2%
CC(C)OC(=O)c1ccc(Cn2nnc3ccccc3c2=O)cc1
 : -1%	?	11%	2%	11	4%
Cc1ccc2c(c1)c1c(n2C)-c2[nH]ncc2CC1
 : 0%	10µM*	3%	-16%	-3	?

Part of the list above, as labelled records:
> Cc1ccc(C(=O)N/C(=C\c2ccc(-c3cccc([N+](=O)[O-])c3)o2)C(=O)NCCCN2CCOCC2)cc1
  Giardia FBPA inh = -15%; HCV inh = 10µM*; AMA1-RON2 inh = -16%; Sm TGR block = 12%; HCMV inh = -62*; AmpC inh detg = -2%

> CC(C)OC(=O)c1ccc(Cn2nnc3ccccc3c2=O)cc1
  Giardia FBPA inh = -1%; HCV inh = ?; AMA1-RON2 inh = 11%; Sm TGR block = 2%; HCMV inh = 11; AmpC inh detg = 4%

Bioassay records (PubChem BioAssay)
